Source: PubChem BioAssay (National Center for Advancing Translational Sciences (NCATS))
IDH1 R132H inh = qHTS for Inhibitors of mutant isocitrate dehydrogenase 1 (IDH1): qHTS | IDH1-R132H enzyme, NADPH consumption, diaphorase/resazurin fluorescence | Isocitrate dehydrogenase [NADP] cytoplasmic (Homo sapiens), O75874 | 390,000 compounds, 0.093% hits | Potency, µM (doses to about 76.6 µM), for inactives: at the top dose activity change, negative = inhibition, most hits filed as inhibitors | AID 602179, 2012; note: potency is the fitted concentration of half-maximal effect; % is set by controls: 0 for no effect and ±100 for the full control effect; nearly all actives have a fitted effect of over 65% in size
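IDH1-R132H (0.5 ug/mL) preincubated 30 min with compound, then NADPH (0.016 mM) and alpha-KG (2 mM) added; 80 min at RT, pH 7.5. Remaining NADPH coupled via diaphorase/resazurin to fluorescence (540/590 nm); concentration-response curves normalized to no-enzyme control.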
HP1b chromo inh = HTS for Inhibitors of HP1-beta Chromodomain Interactions with Methylated Histone Tails. Chromobox protein homolog 1 (Homo sapiens), P83916. AlphaScreen HP1-beta / biotin-H3K9me3 peptide binding. Potency, µM (series often up to 114 µM), inactives show top-dose activity change, negative = inhibition, actives largely listed as inhibitors. 390,000 compounds, 0.56% hits; note: potency is the fitted concentration of half-maximal effect; nearly all actives have a fitted effect of over 70% in size; inactives centre near 23
Target sequence (P83916 whole entry, looked up): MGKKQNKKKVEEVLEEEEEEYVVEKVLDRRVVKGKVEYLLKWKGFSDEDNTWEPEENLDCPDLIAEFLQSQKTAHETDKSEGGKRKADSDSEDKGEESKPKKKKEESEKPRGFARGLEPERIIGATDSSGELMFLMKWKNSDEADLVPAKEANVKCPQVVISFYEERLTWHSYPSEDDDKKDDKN
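Compound inhibition of the preformed complex between 50 nM HP1-beta and 50 nM biotinylated H3K9me3 peptide was read by AlphaScreen. Buffer was PBS pH 7.4 with 0.01% Tween-20. Incubations ran 30 min at room temperature, with 10 ug/mL donor/acceptor beads.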
rTrxR1 inhibitor = qHTS Assay for Inhibitors of Mammalian Selenoprotein Thioredoxin Reductase 1 (TrxR1): qHTS. 390,000 compounds, 1% hits. AID 588453, 2011. recombinant rTrxR1, NADPH fluorescence consumption, selenite substrate. Potency, µM (series often up to 114 µM), for inactives: top-dose activity change, negative = inhibition, hits mostly inhibitors. Thioredoxin reductase 1, cytoplasmic (Rattus norvegicus), O89049; note: potency is the fitted concentration of half-maximal effect; % is set by controls: 0 for no effect and ±100 for the full control effect; nearly all actives have a fitted effect of over 65% in size
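Rat TrxR1 (90 nM in the dispensed reagent) was pre-reduced with 400 uM NADPH for 5 min at room temperature, then incubated with compound for 15 min. After 400 uM selenite was added, NADPH fluorescence (Ex 340/Em 450 nm) was followed for 8 min.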
Tb PGK inh = qHTS Assay to Find Inhibitors of Phosphoglycerate Kinase; PGK/GAPDH coupled, Kinase-Glo luminescence, 60 min; Potency, µM (series often up to 57.5 µM), inactives show at the highest dose activity change, negative = inhibition, actives largely listed as inhibitors; 380,000 compounds, 0.043% hits; AID 602233, 2012; note: potency is the fitted concentration of half-maximal effect; % is set by controls: 0 for no effect and ±100 for the full control effect; nearly all actives have a fitted effect of over 60% in size
Target sequence (P07378 whole entry, looked up): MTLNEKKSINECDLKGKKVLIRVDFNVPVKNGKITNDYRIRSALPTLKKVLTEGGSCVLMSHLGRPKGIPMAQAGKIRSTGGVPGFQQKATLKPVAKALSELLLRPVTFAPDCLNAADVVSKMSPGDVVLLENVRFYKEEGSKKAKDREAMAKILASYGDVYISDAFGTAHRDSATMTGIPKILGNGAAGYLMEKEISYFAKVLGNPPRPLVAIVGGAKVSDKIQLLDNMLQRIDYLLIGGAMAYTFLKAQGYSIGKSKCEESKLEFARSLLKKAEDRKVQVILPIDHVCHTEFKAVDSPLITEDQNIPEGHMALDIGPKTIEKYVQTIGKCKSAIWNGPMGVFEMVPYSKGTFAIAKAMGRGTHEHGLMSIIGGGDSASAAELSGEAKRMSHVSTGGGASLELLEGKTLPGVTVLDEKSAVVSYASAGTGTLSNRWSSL
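Recombinant glycosomal PGK reaction used 1,3-bisphosphoglycerate generated in-well by GAPDH (100nM final) in 100mM TEA pH 7.6, 5mM MgCl2, 0.01% Tween-20. After 60 minutes at room temperature, ATP was read by Kinase-Glo Plus luminescence end-point.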
GLS inhibitor = qHTS for Inhibitors of Glutaminase (GLS). Potency, µM (titrated, usually from 45.5 µM), inactives show at the top dose activity change, negative = inhibition, hits mostly inhibitors. 410,000 compounds, 0.21% hits. GLS enzymatic activity, qHTS titration; note: potency is the fitted concentration of half-maximal effect; % is set by controls: 0 for no effect and ±100 for the full control effect
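Human kidney-isoform GLS in 45 mM KH2PO4 pH 8.2, 0.02% Tween-20, with compound, started with 1mM L-Glutamine (added stock). Glutamate oxidase/HRP/Amplex red coupled fluorescence read at start and after 30 min at RT.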
PI4K2A block = qHTS for small molecular inhibitors of PI4K2A | purified PI4K2A, ADP-Glo luminescence, 1 h; stronger effect = lower value | AID 1346378, 2018 | activity change, negative = inhibition, % at 76.9 µM | 420,000 compounds, 0.13% hits; in the data active = activity change below about -50%; inconclusive = mostly about -30% to -49%;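 note: -100% = wells without enzyme as full effect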
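In this quantitative HTS, ADP production by PI4K2A was quantified luminescently after 1 h at ambient temperature; 100 microM adenosine served as plate-quality control.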
USP1 inh = Inhibitors of USP1/UAF1: Primary Screen. Ubiquitin carboxyl-terminal hydrolase 1 (Homo sapiens), O94782. 390,000 compounds, 0.23% hits. Potency, µM (highest dose often 57.1 µM), inactives show top-dose activity change, negative = inhibition, most hits filed as inhibitors. recombinant USP1/UAF1, Ub-Rhodamine cleavage fluorescence; note: potency is the fitted concentration of half-maximal effect; % is set by controls: 0 for no effect and ±100 for the full control effect; nearly all actives have a fitted effect of over 60% in size; inactives centre near -12
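In this screen, compounds sit with the deubiquitinase complex (1nM) for 15 min at room temperature before Ub-Rho is added at 150nM final. Fluorescence rise is then followed for 6 reads every 60 seconds.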
Pin1 inhibitor = qHTS Assay to Find Inhibitors of Pin1 | Peptidyl-prolyl cis-trans isomerase NIMA-interacting 1 (Homo sapiens), Q13526 | Pin1 FP peptide displacement, HiFluor488, 10 min | Potency, µM (doses to about 115 µM), without a hit: at the top dose activity, negative = inhibition, usual class: inhibitors | 390,000 compounds, 0.009% hits; active = well fitted inhibition curve with a large enough effect in the polarisation, with a control signal flat, not every such curve was filed as active; inconclusive = small, poorly fitted or top-dose-only effect, or effect the other way, or a change in a side signal; inactive = no such curve, though single readings can be large or run the other way; the % refers to the polarisation; note: potency is the fitted concentration of half-maximal effect; % is set by controls: 0 for no effect and ±100 for the full control effect
Target sequence (Q13526 whole entry, looked up): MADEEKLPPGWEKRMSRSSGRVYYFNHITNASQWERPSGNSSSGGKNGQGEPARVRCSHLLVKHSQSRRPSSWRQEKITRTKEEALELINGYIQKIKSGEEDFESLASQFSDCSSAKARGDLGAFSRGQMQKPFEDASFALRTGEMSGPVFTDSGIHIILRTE
TrxR1 substrate = qHTS Assay for Substrates of Mammalian Selenoprotein Thioredoxin Reductase 1 (TrxR1): qHTS | purified TrxR1 substrate turnover, NADPH consumption readout | Potency, µM (top dose mostly 114 µM), for the others: at the highest dose activity change, negative = substrate turnover | 390,000 compounds, 0.01% hits | Thioredoxin reductase 1, cytoplasmic (Rattus norvegicus), O89049; note: potency is the fitted concentration of half-maximal effect; % is set by controls: 0 for no effect and ±100 for the full control effect; nearly all actives have a fitted effect of over 50% in size
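Rat TrxR1, dispensed at 90 nM, was prereduced with 400 uM NADPH (final) for 5 min at ~22 deg C, then incubated with compound 15 min before 400 uM selenite. A first-read NADPH fluorescence drop versus no-compound background flagged substrates.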
Active calls of the source: *; i = inactive; u = inconclusive; x = not tested or not shown; [ ] = dose if it differs, or a comment. Unless noted, calls come from the whole dose curve; as a rule, active = well fitted curve in the direction sought with a large enough effect; inconclusive = small, poorly fitted or top-dose-only effect, or another doubt; inactive = no such curve, though single readings can be large; an effect the other way counts as inactive or inconclusive. This is a subset; rates above refer to the full screens.

Fields: IDH1 R132H inh | HP1b chromo inh | rTrxR1 inhibitor | Tb PGK inh | GLS inhibitor | PI4K2A block | USP1 inh | Pin1 inhibitor | TrxR1 substrate
COc1cc(C(=O)NCCCNc2nc3cc(C)c(C)cc3cc2C#N)cc(OC)c1OC
  -1% | 62%[activator] | 19% | -8% | 4% | -3 | -7% | 0% | 79%[activator]
CN(C)CCCOC(=O)c1sc2ccccc2c1Cl
  -9% | 5% | -7% | 7% | 0% | -4 | -11% | 4% | -2%
O=C(NCc1ccc2c(c1)OCO2)C1CC(=O)N(c2ccc(O)cc2)C1 (centres undefined)
  -4% | -2% | -8% | 4% | 2% | -3 | -3% | -2% | 9%[57.1 µM]
COc1ccc(C=NNC(=S)NC23CC4CC(CC(C4)C2)C3)cc1OC
  2% | u | -6%[11.4 µM] | 1% | 20% | -5 | -24% | 3% | 3%[57.1 µM]
Cc1ccc2cc3cc(C(=O)NC4CC4)oc3nc2c1
  3% | 26% | 1% | -7% | -7% | -2 | -18% | -2% | 50%[activator]
O=C(NNc1ccc([N+](=O)[O-])cn1)Nc1ccc(N=Nc2ccccc2)cc1
  2% | 14% | -15% | 4% | -3% | -8 | 1% | -8% | -6%
N#Cc1ccc(C(=O)NC(=S)NC2CCCCC2)cc1
  11% | 1% | -15% | i | -2% | -2 | -18% | -8% | -1%
O/N=C/c1cc(Br)ccc1OCc1ccc(F)cc1
  13% | 15% | 15% | -9% | 13% | 0 | -16% | -1% | -1%
O=C(NCc1ccco1)c1ccc(S(=O)(=O)c2cccc(S(=O)(=O)N3CCOCC3)c2)cc1
  2% | -5% | -19% | -8% | 11% | -1 | 4% | u | -1%
CCOC(=O)NCc1ccc(S(=O)(=O)Nc2c(C)cccc2C)cc1
  5% | 26% | 7% | 3% | 1% | 0 | -8% | 3% | 2%
Cc1ccc(C(=O)CSc2nnc(-c3c[nH]c4ccccc34)o2)cc1
  2% | 17% | 19%[57.1 µM] | i | -1% | -2 | 1% | 3% | 4%[57.1 µM]
O=C(c1cc([N+](=O)[O-])ccc1N1CCOCC1)N1CCN(S(=O)(=O)c2cc(Cl)ccc2Cl)CC1
  2% | -19% | -16% | i | 6% | 8 | -3% | 1% | -18%
CC(NC(=O)Cn1ncc(Cl)c(Cl)c1=O)C12CC3CC(CC(C3)C1)C2 (centres undefined)
  -5% | 3% | -56% | -3% | -1% | 4 | -8% | u | 11%[57.1 µM]
Cc1cn([C@H]2C[C@H](O)[C@@H](CNCc3ccccc3)O2)c(=O)[nH]c1=O
  -6% | x | x | 2% | 0% | 2 | -22% | x | x
CN(Cc1ccco1)C(=O)C1CCC(=O)N1Cc1ccc(F)cc1 (centres undefined)
  4% | 23% | 0% | 2% | 9% | -1 | -2% | 2% | 3%
O=C(NC1CCN(C(=O)Nc2ccccc2Cl)CC1)c1cccc(F)c1
  0% | 16% | -4% | -5% | 1% | -5 | -3% | -3% | -2%
COc1ccc(S(=O)(=O)Nc2cc3c4c(c2)CCN4C(=O)CC3)cc1
  -10% | 59%[activator] | 5%[57.1 µM] | i | 4% | 0 | -9% | -10% | 1%[57.1 µM]
COc1ccc(/C=C/C(=O)Nc2ccc3nc4n(c(=O)c3c2)CCCC4)cc1OC
  9% | 41%[activator] | 18% | i | -5% | 3 | -19% | 0% | 37%[activator]
CCOC(=O)N1CCN(C(=O)c2c[nH]c3ccc(S(=O)(=O)N(C)c4ccc(F)cc4)cc3c2=O)CC1
  -6% | 29% | 3% | -8% | 3% | -5 | -28% | -1% | 8%
CC(C)(C)N(Cc1ccccc1)C(=O)CN1C(=O)c2ccccc2S1(=O)=O
  -7% | 22% | 5%[57.1 µM] | -5% | -6% | 3 | -14% | -4% | 2%[57.1 µM]
O=C(NCC1CC1)Nc1cccc(C(F)(F)F)c1
  0% | 38% | 9% | i | -4% | -1 | -21% | 0% | -2%
CCOC(=O)c1c(-c2ccccc2)oc2ccc(N(C(C)=O)S(=O)(=O)c3cc(C)ccc3C)cc12
  0% | 32% | 34%[activator] | -4% | -2% | -1 | -16% | 4% | 47%[activator]
O=c1[nH]c2cc(Cl)cc([N+](=O)[O-])c2c2ccc(Cl)cc12
  -5% | x | x | i | 1% | -6 | -21% | x | x
O=C(Nc1ncc(Cc2cccc(Cl)c2)s1)C1=NCCN1
  2% | 24% | 21% | -6% | -13% | -1 | 6% | 2% | 6%
COc1ccc(N(CC(=O)Nc2ccccc2F)S(=O)(=O)c2ccc(OC)c(OC)c2)cc1
  2% | 25% | 16% | i | -5% | -5 | -23% | 1% | -4%
Cc1cn(C2CCCCO2)c(=O)[nH]c1=O (centres undefined)
  0% | 20%[57 µM] | 6%[2.29 µM] | -6% | -4% | 5 | -11% | -5% | 4%[2.29 µM]
O=C(Nc1ccc(Br)cc1)C1CC(c2c(F)cccc2Cl)=NO1 (centres undefined)
  -1% | 75%[activator] | 21% | -1% | -6% | 1 | -12% | 2% | 2%
COc1ccc2c(c1)CC(NC(=O)Nc1c(C)cc(C)cc1C)CO2 (centres undefined)
  -7% | 20%[57 µM] | 20%[57.1 µM] | -4% | -4% | 2 | 6% | 1% | -1%[57.1 µM]
COc1ccc(-c2nc(CN(CC3CCC(=O)N3)C(C)C)c(C)o2)c(C)c1C (centres undefined)
  4% | 11% | 21%[57.1 µM] | 3% | -9% | -3 | -21% | -4% | 12%[57.1 µM]
O=C(/C=C/c1ccc(F)cc1)NC(=S)N1CCCCC1c1cccnc1 (centres undefined)
  4% | -7% | 14%[11.4 µM] | 1% | 0% | 0 | -15% | -12% | 6%[57.1 µM]
CN(C)c1ccc(CNCCC(Cc2ccccc2)c2ccco2)cc1 (centres undefined)
  12% | u | -13% | -2% | -7% | 0 | -9% | -1% | -3%
Cc1cc(C)c2c(=O)n(CC(=O)Nc3ccc(Br)c(C)c3)sc2n1
  2% | u | -1% | -8% | -18% | -3 | 0% | 2% | -7%
CCCCN(C(=O)C1=NN(c2cc(C)ccc2C)C(=O)CC1)c1c(N)n(CCC)c(=O)[nH]c1=O
  5% | 41%[activator] | 18% | -10% | -11% | 3 | -21% | 1% | 4%
COc1ccc(NC(=O)c2nn(C)c3c2CS(=O)(=O)c2ccccc2-3)cc1
  -1% | 16% | 28% | -1% | 1% | 3 | -14% | 1% | 12%
Cc1ccc2nc(N3CCN(C(=O)c4ccco4)CC3)c3nncn3c2c1
  -2% | 34% | -22% | -1% | 1% | 0 | -6% | -13% | -1%
Fc1ccc(Nc2nc(SCc3cccc(Cl)c3)nc3ccccc23)cc1
  -17% | 37%[activator] | 15%[57.1 µM] | -5% | -7% | 1 | -24% | 0% | 1%[57.1 µM]
O=c1c2c(-c3ccc([N+](=O)[O-])cc3)csc2nc2n1CCCCC2
  4% | u | 21%[57.1 µM] | -2% | 28% | -13 | -6% | 1% | 3%[57.1 µM]
CC1CCCCN1S(=O)(=O)Cc1ccccc1Cl (centres undefined)
  -4% | 44%[activator] | -10% | 13% | 0% | 0 | -26% | 2% | 1%
COC(=O)C(NNc1ccccc1)(NC(=O)c1cccc(F)c1)C(F)(F)F (centres undefined)
  0% | 35% | u | 5% | -2% | 0 | -22% | 1% | 2%
CO/N=C/CC(=O)Nc1ccc(F)cc1F
  5% | 19% | 7% | 0% | 2% | -1 | -4% | 2% | 8%
O=C1c2nc3ccccn3c2C(=O)N1Cc1ccccc1
  -2% | 21% | 31% | i | -7% | -3 | -7% | 7% | 15%
O=C(COC(=O)c1ccc(S(=O)(=O)N2CCCCCC2)cc1)NCc1ccc(F)cc1
  -2% | 5% | -9% | i | 2% | 6 | -2% | -1% | -16%
O=[N+]([O-])c1cccc(/C([O-])=C(/C(=S)Nc2ccccc2)[n+]2ccccc2)c1
  -3% | -19% | -8% | -3% | -1% | -1 | -17% | 4% | -6%

Another view of part of the listing above.
compound	IDH1 R132H inh	HP1b chromo inh	rTrxR1 inhibitor	Tb PGK inh	GLS inhibitor	PI4K2A block	USP1 inh	Pin1 inhibitor	TrxR1 substrate
COc1ccc(NC(=O)c2nn(C)c3c2CS(=O)(=O)c2ccccc2-3)cc1	-1%	16%	28%	-1%	1%	3	-14%	1%	12%
Cc1ccc2nc(N3CCN(C(=O)c4ccco4)CC3)c3nncn3c2c1	-2%	34%	-22%	-1%	1%	0	-6%	-13%	-1%
